# Compound activity as filed in PubChem BioAssay.
# DAX1 inh-1: blocks DAX1 repression of SF-1 activated StAR promoter; AID 652010; inhibition, % at 6.8 µM; 370,000 tested, 1.1% active; HEK293T StAR-luciferase reporter, SF-1/DAX-1 repression relief;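 active means inhibition above the mean over all tested compounds plus 3 SD, cut at about 3.6% in these data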;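 further: 0% = DAX-1 cells with DMSO and 100% = cells lacking DAX-1 with DMSO; higher inhibition means more luminescence from relief of DAX-1 repression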
# hgDAF-12 ag: activates the H. glycines DAF-12 receptor ligand-binding domain. HEK293 GAL4-hgDAF12 UAS-luciferase reporter, agonist luminescence; normalized to butyrate control. activation, % at 6.8 µM. 370,000 tested, 1.8% active;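 active means activation above a cutoff set at the mean of all screened compounds plus 3 SD, cut at about 10% in these data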;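 further: 0% = DMSO wells and 100% = sodium butyrate wells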
# PG9 binder: PG9 antibody binding by small molecule; TR-FRET gp120-PG9 antibody binding; inhibition, % at 6.7 µM; 360,000 tested, 0.43% active; AID 624416; in the data active means inhibition above about 8.5%
# ssDAF12 agonist: activates DAF-12 receptor from parasite S. stercoralis | HEK293 ssDAF-12/GRIP1 lit1-tk-luc reporter, luminescence; % of 3 µM dafachronic acid response | activation, % at 6.8 µM | 370,000 tested, 1% active | AID 652126;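 active means activation above the mean over all tested compounds plus 3 SD, cut at about 0.9% in these data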;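 further: 0% = DMSO-only wells and 100% = 3 µM delta7-dafachronic acid wells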
# DAX1 inh-2: NR0B1 (DAX1) inhibition | P51843 | HEK293 Gal4-DAX1 luciferase reporter, luminescence | inhibition, % at 6.75 µM | 340,000 tested, 0.99% active | AID 504766;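 active means inhibition above the mean over all tested compounds plus 3 SD, cut at about 4.2% in these data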;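 further: 0% = DAX1-transfected cells with DMSO and 100% = empty-vector control cells with DMSO; inhibition shows as a rise in luminescence from relieved DAX1 repression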
# Target sequence (P51843 207-470 limits assumed): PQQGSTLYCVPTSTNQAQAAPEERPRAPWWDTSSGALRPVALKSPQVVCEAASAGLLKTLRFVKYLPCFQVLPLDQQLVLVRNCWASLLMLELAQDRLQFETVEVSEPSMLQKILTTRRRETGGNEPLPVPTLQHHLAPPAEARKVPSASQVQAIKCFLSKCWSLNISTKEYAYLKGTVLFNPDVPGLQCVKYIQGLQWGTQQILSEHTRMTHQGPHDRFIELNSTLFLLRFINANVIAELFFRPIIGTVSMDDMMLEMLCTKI
# ADAM10 inh: inhibitors of human ADAM10. O14672. inhibition, % at 7 µM. AID 720582. 370,000 tested, 0.62% active. recombinant ADAM10, EDANS/DABCYL FRET peptide cleavage, 3 h;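 active means inhibition above a per-campaign cutoff equal to the mean of compounds falling between control-based bounds plus 3 SD, cut at about 20% in these data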;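 further: 0% = DMSO wells while the 100% control is not disclosed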
# Target sequence (O14672 214-748 limits assumed): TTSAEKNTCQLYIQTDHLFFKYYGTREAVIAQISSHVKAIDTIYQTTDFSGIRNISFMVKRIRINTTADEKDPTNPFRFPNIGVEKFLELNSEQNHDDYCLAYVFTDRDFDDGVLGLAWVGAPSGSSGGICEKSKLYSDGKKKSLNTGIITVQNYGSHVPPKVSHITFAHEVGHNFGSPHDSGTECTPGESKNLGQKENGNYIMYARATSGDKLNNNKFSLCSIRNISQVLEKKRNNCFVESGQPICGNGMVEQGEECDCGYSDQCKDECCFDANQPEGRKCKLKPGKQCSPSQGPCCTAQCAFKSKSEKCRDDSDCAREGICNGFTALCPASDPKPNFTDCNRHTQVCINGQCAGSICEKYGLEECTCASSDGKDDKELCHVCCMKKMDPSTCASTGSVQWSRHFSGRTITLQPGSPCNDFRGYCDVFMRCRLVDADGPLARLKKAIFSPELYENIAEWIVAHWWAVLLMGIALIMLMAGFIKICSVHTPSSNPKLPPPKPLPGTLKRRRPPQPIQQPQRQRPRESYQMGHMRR
# FXN GAA850 act: increases GAA850 frataxin promoter reporter activity; activation, % at 6 µM; HEK293 lucGAA850 FXN promoter luciferase reporter, 24 h; percent of 10 µM SAHA response; 360,000 tested, 0.56% active; AID 540364;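 active means activation above the average of all compounds screened plus 3 SD, cutoff fixed separately per campaign, cut at about 7.5% in these data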;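 further: 0% = DMSO wells and 100% = 10 µM SAHA wells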
# SMARCA2 act: SMARCA2 function activation, primary screen. MG213 cells, MMTV-luciferase reporter, dexamethasone, overnight. activation, % at 9.1 µM. 370,000 tested, 1% active; in the data active means activation above about 7.8%;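 further: 0% = vehicle wells and 100% = reference activator wells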
# hcDAF12 agonist: activates DAF-12 receptor from parasite H. contortus; HEK293 hcDAF-12 lit1-tk-luc reporter, luminescence; 0% DMSO, 100% Δ7-dafachronic acid; activation, % at 6.8 µM; 370,000 tested, 1.4% active;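 active means activation above the mean of all tested compounds plus 3 SD, cut at about 5.5% in these data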;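 further: 100% = response to 3 µM Δ7-dafachronic acid high control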
# ADAM17 inh: inhibitors of human ADAM17 | inhibition, % at 6.95 µM | 370,000 tested, 0.83% active | recombinant ADAM17, EDANS/DABCYL FRET peptide cleavage | AID 720648 | P78536;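 active means inhibition above the mean of compounds lying between control limits plus 3 SD, set per campaign, cut at about 8.5% in these data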;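 further: 0% = DMSO-only wells as the low control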
# NPR1 activator: GC-A (human) enzyme activation | HEK293 GC-A cells, cGMP TR-FRET, EC30 ANP; 0% at EC30 ANP, 100% saturating ANP | activation, % at 10 µM | 370,000 tested, 0.14% active | AID 1671463; in the data active means activation above about 40%
# * marks the source's active call; other numbers are inactive results; i = inactive; . = not tested or not shown.
mol	DAX1 inh-1	hgDAF-12 ag	PG9 binder	ssDAF12 agonist	DAX1 inh-2	ADAM10 inh	FXN GAA850 act	SMARCA2 act	hcDAF12 agonist	ADAM17 inh	NPR1 activator
COc1cccc(NC(=O)Nc2nnc(Cc3ccccc3F)s2)c1	-0.1	-1.2	0.3	-1.2	-0.3	-3.9	1.2	0.1	-0.3	-2.2	20.2
O=C(Nc1ccc2nc(-c3ccco3)[nH]c2c1)c1ccco1	-0.3	3.9	-2.9	-1.3	-1.0	-30.7	3.5	2.5	-1.9	-10.6	2.1
COC(=O)c1ccc(/C=N/NC(=O)C(=O)N2CCCCCC2)cc1	0.5	1.7	0.3	-0.8	0.6	-6.5	4.6	-3.9	-0.2	-2.4	1.4
Cc1ccc(C(=O)C2CCN(S(=O)(=O)c3c(C)noc3C)CC2)cc1	-0.3	-1.9	2.0	-1.9	.	-3.8	1.4	-3.0	-1.1	-3.1	-9.2
CC(C)n1cc(C(=O)c2ccccc2O)cc(C#N)c1=O	1.0	-0.8	0.1	-1.3	-0.2	-12.3	2.7	-4.8	-0.8	-4.9	-4.5
COC(=O)[C@@H]1C[C@H]1[C@@H](NC(=O)c1ccccc1)c1ccccc1	0.4	-0.5	-4.2	-1.1	0.5	1.9	0.6	-1.0	0.0	0.0	-0.1
O=S(=O)(c1ccccc1)N1CCCC1c1nc2ccccc2s1 (stereo not given)	-1.0	-1.7	1.3	-1.5	-1.3	-2.7	1.9	0.4	-2.3	-2.8	-2.9
CC(C)CC(=O)Nc1ccccc1N1CCOCC1	0.3	-2.7	0.3	-1.3	-1.3	3.0	-3.1	-6.7	-2.1	-4.3	-1.5
O=C(COC(=O)Cc1ccccc1[N+](=O)[O-])NCc1ccc(F)cc1	0.2	-1.2	-3.0	-1.1	0.2	2.1	0.7	-0.3	-0.4	-0.7	3.5
COC(=O)C1=C(C)N(Cc2ccccc2C(F)(F)F)C(=NCc2ccc(C(F)(F)F)cc2)NC1c1cccc(Cl)c1 (stereo not given)	1.1	1.5	0.1	-0.3	.	-8.3	.	-3.5	2.0	0.9	-2.1
COc1ccc(CN2C(=O)COc3ccccc3C2c2nc3ccccc3[nH]2)cc1 (stereo not given)	0.1	-0.4	-0.3	-0.4	.	3.5	.	-3.3	1.1	-2.3	-18.1
O=C(Nc1ccc(C(=O)N2CCCCC2)cc1)c1cccc([N+](=O)[O-])c1	-2.8	-0.3	0.4	-1.1	-0.7	-5.7	-2.1	-1.0	-1.6	-2.9	-0.8
CCc1nc2ccc(C(=O)N3CCN(C(C)=O)CC3)cn2c1N(CC)C(C)=O	0.2	1.3	-1.0	-0.9	.	-18.5	-1.4	-0.5	-1.0	-3.6	-0.9
COc1ccccc1CNC(=O)c1cc(-c2ccccc2C)nn1CC1CC(c2cccnc2)=NO1 (stereo not given)	0.1	-2.3	-1.0	-1.4	0.1	11.9	0.8	0.7	-1.5	5.5	-0.5
CCc1c(C(=O)Nc2ncn(Cc3cccc(C)c3)n2)csc1C	-0.8	-2.0	0.4	-1.9	-0.5	-7.0	-1.0	-0.8	-2.2	-1.9	-5.2
CCN1CCN(c2ccc(S(=O)(=O)N3CCCCC3)cc2NC(=O)/C=C/c2ccc(Cl)cc2)CC1	4.8*	0.2	-0.5	-1.0	-0.3	8.0	-2.0	-1.0	-0.9	4.4	-0.8
O=C(CCS(=O)(=O)c1ccccc1)N(CCCN1CCOCC1)c1nc2ccc(F)cc2s1	6.7*	9.1	0.3	-0.5	0.2	-7.9	14.6*	1.9	1.1	-6.8	-8.2
CNc1cncc(-c2cccc(C(=O)NC3CC3)c2)n1	1.6	3.4	0.2	-1.1	.	i	4.3	3.0	-0.7	i	2.2
COc1ccccc1C(=O)NCC(=O)OCC(=O)N(CC(C)C)c1c(N)n(Cc2ccccc2)c(=O)[nH]c1=O	-0.4	-1.3	1.3	-1.0	-0.6	-1.3	1.9	1.2	-0.3	-3.7	2.5
O=C(NCCN1CCOCC1)c1ccccc1N1C(=O)[C@@H]2Cc3c([nH]c4ccccc34)C(c3ccccc3)N2C1=O (stereo not given in full)	-0.1	-1.0	2.3	0.6	0.1	-35.2	-3.8	0.3	3.6	-1.3	0.8
Cc1ccc(Nc2c([N+](=O)[O-])c(=O)oc3ccccc23)cc1C	-0.6	1.3	-2.5	-1.0	4.0	2.2	1.6	-2.4	1.4	-2.8	-1.3
COc1ccccc1NC(=O)CCSCCC(=O)Nc1ccccc1OC	0.0	-1.7	1.3	-1.6	-1.0	-0.3	1.1	-2.6	-0.5	-1.7	-2.8
CC(=O)N(C(C)=O)c1c(N2CCCC2)c2ccccc2oc1=O	-0.4	0.8	0.3	-1.6	0.7	-7.9	0.4	-4.2	0.1	-7.4	-2.8
O=C(Cc1ccc(Cl)cc1)NC(=S)Nc1ccccc1O	-0.1	3.5	-1.8	-1.3	2.0	1.1	0.5	1.0	-0.6	1.7	2.5
Cc1c(OCC(=O)N2CCC(C(N)=O)CC2)ccc2c1oc(=O)c1ccccc12	0.0	-1.7	-0.7	-1.3	0.5	i	0.6	-0.8	-1.4	-156.1	5.6
CCNS(=O)(=O)c1ccc(NC(=S)NCC2CCCO2)cc1 (stereo not given)	0.2	0.1	-0.5	-1.1	-0.4	3.1	2.7	1.9	-1.0	-0.7	-2.6
CCOC(=O)C1=C(CC)OC(N)=C(C#N)C1c1ccc(OC)c(C)c1OC (stereo not given)	0.1	-2.9	1.1	-1.4	0.5	-3.9	2.0	-1.5	-2.0	-2.3	-11.9
COc1ccc(CCNC(=O)CSc2nc(N)cc(=O)[nH]2)cc1OC	-1.2	3.5	-2.0	-1.3	2.4	-3.8	0.5	-0.1	1.3	-2.4	0.5
Cc1ccc(SCCNC(=S)Nc2cc(C)cc(C)c2)cc1	-0.6	0.0	-1.5	-1.1	0.5	14.9	0.9	0.4	-1.2	4.8	2.3
CCC(=O)Nc1ccc(Cl)c(NC(=S)NC(=O)c2cc3ccccc3o2)c1	-1.2	-5.4	7.6	-1.6	-0.6	-4.3	-6.0	-3.1	-3.8	-2.7	2.8
Cc1cc(Br)ccc1OCCN1CCCC1	0.3	-2.4	1.5	-1.2	-1.5	-3.5	0.4	-1.0	-1.3	-3.0	1.8
Cc1ccc(/C=C/S(=O)(=O)NCC(=O)OCC(=O)Nc2ccc(C(=O)N(C)C)cc2)cc1	-1.2	2.3	0.4	-1.0	-0.3	-3.8	1.9	-0.9	-1.0	2.5	-0.3
CN1CCN(S(=O)(=O)c2ccc(N3CCc4ccccc4C3)nc2)CC1	-0.4	0.2	-0.9	-2.0	-0.3	-7.5	1.2	-0.3	-0.6	-0.4	-0.5
CC(C)NS(=O)(=O)c1ccc(NC(=O)C(C)OC(=O)CCC2CCCC2)cc1 (stereo not given)	-0.3	0.3	-1.2	-0.9	1.5	6.8	-2.1	4.1	-1.2	4.2	1.8
O=C(CCc1nc(-c2ccccc2)no1)Nc1cccc(C(=O)NC2CC2)c1	-0.7	-1.1	0.4	-1.2	0.6	-19.4	0.7	-3.5	-1.0	-2.2	-1.3
FC(F)(F)c1cnc2c(-c3ccc(Cl)cc3Cl)noc2c1	-0.9	0.6	-0.3	-1.1	-1.2	-7.1	-0.3	-1.6	-0.7	-4.0	13.3
O=C1N=C(N2CCOCC2)S/C1=C/c1ccc(-c2ccccc2Cl)o1	0.2	-0.3	-2.5	-1.0	4.2	3.3	0.4	-2.0	-0.6	-6.6	13.7
CC(C)(C)c1ccc(OCc2cnc(Cl)s2)cc1	0.7	3.9	1.4	-0.8	1.6	-4.4	3.4	-1.8	0.0	-1.8	1.3
C=CCOc1ccccc1CNc1ccc2[nH]c(=O)[nH]c2c1	-0.9	-6.6	-4.4	-0.3	-1.0	-62.8	1.7	-3.7	-1.2	-22.0	-7.0
O=S(=O)(c1cccc(S(=O)(=O)N2CCCC2)c1)N1CCCCC1	0.5	0.4	-0.8	-0.9	0.2	-8.2	1.0	-2.6	-4.0	0.2	-1.8

# Given with two lines to a compound: part of the list above
# Below each SMILES – DAX1 inh-1	hgDAF-12 ag	PG9 binder	ssDAF12 agonist	DAX1 inh-2	ADAM10 inh	FXN GAA850 act	SMARCA2 act	hcDAF12 agonist	ADAM17 inh	NPR1 activator
COc1ccc(CCNC(=O)CSc2nc(N)cc(=O)[nH]2)cc1OC
 : -1.2	3.5	-2.0	-1.3	2.4	-3.8	0.5	-0.1	1.3	-2.4	0.5
CCC(=O)Nc1ccc(Cl)c(NC(=S)NC(=O)c2cc3ccccc3o2)c1
 : -1.2	-5.4	7.6	-1.6	-0.6	-4.3	-6.0	-3.1	-3.8	-2.7	2.8

# More results follow:
mol	DAX1 inh-1	hgDAF-12 ag	PG9 binder	ssDAF12 agonist	DAX1 inh-2	ADAM10 inh	FXN GAA850 act	SMARCA2 act	hcDAF12 agonist	ADAM17 inh	NPR1 activator
C/C(CC(=O)Nc1ccccn1)=N\NC(=O)C(=O)Nc1cccc(C)c1	0.1	-1.3	-2.5	-1.6	0.4	-91.0	-0.8	1.1	-1.0	-26.9	2.6
COc1ccc(C(=O)NNC(=O)CCc2ccccc2OC)cc1	-0.3	1.8	-1.6	-1.1	-1.0	0.3	0.1	3.3	-2.3	-1.1	1.8
COc1ccc(/C=N/N=C2\SC(CC(=O)O)C(=O)N2c2ccccc2)c(OC)c1 (stereo not given)	0.7	-1.4	-0.8	-1.1	0.2	-2.8	-1.4	-1.4	0.7	2.1	1.5
COc1cccc(CNC(=O)c2ccc3c(c2)S(=O)(=O)N=C2CCCCCN23)c1	-0.1	-0.5	-1.1	-1.0	0.3	-1.9	-0.8	-3.2	-0.5	-0.3	2.3
CC(NC(=O)COC(=O)C1CSC2(C)CCC(=O)N12)C12CC3CC(CC(C3)C1)C2 (stereo not given)	-0.1	-3.1	-0.5	-2.0	0.5	-2.3	2.7	-0.6	-0.7	-0.6	3.8
O=C(O)C(=O)Cc1c[nH]c2ccccc12	-0.9	3.2	-2.6	1.2*	2.0	-49.6	-0.2	0.0	1.2	-13.4	0.8
[O-]/C(=C(\C(=S)Nc1ccc(SC(F)F)cc1)[n+]1cccc(CO)c1)c1ccc(Cl)s1	1.1	-0.7	-1.4	-0.2	0.4	6.9	4.1	1.3	3.2	3.8	-1.3
CC(=O)N1CCN(C(=O)c2cccc(S(=O)(=O)N3c4ccccc4CC3C)c2)CC1 (stereo not given)	0.6	-0.8	-0.6	-1.3	-2.2	-1.3	-1.9	4.0	-0.8	0.9	-3.2
O=C(Nc1nnc(CSCc2ccc(F)cc2)s1)c1cccc([N+](=O)[O-])c1	-0.2	-3.3	1.2	-0.1	0.1	-8.6	2.2	-0.7	2.1	0.3	0.7
Oc1ccc(-c2nnc(-c3ccc(O)cc3)nn2)cc1	5.5*	15.0*	-0.5	0.8	-0.9	-5.0	2.9	5.4	6.5*	0.1	-1.7
CCC(Oc1ccccc1OC)C(=O)N1CC(=O)Nc2ccccc21 (stereo not given)	-0.1	-1.3	0.8	-0.5	-1.8	-2.1	-0.5	-4.3	-0.1	-7.3	-1.1
CC(=O)N/C(=C\c1ccccc1)C(=O)OC(C)C(=O)c1ccccc1 (stereo not given)	-0.2	-0.7	0.1	-0.9	1.2	0.1	-0.3	-1.1	0.0	-3.1	-0.9
